Screening data as filed in PubChem BioAssay.
Her2 expr inh – Her2 kinase expression inhibition. AID 645. SKBR-3 HER2 protein level, AlphaScreen, 18-24 h; stronger effect = lower value. HER2 level % of control, % at 10 µM. P04626. hit rate 0.69% among 65,000;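 active = HER2 level under 5% of the carrier-only control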;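 note: 100% = DMSO carrier and 0% = 500 nM PU-H71 HSP90 inhibitor; lower value means stronger loss of Her2 protein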
NADH enzymes – inhibitors of enzymes used to reach an NAD/NADH endpoint. IC50, µM (doses to about 10 µM), inactives show at the top dose inhibition. coupled PK/LDH NADH assays, four targets. AID 774. hit rate 0.02% among 65,000;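 active = single-dose screening hits from any of four coupled enzyme assays that gave an IC50 when retested across doses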;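 note: the DPM-DC format reads NADH fluorescence rather than 340 nm absorbance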
Autofluor 339 – intrinsic fluorescence of library compounds, ex339/em460 – biochemical, MLSMR library, data from DPM-DC assay, artefact control, profiling panel; AID 709; fluorescence fold increase at 10 µM; compound autofluorescence, ex339/em460 nm, NADH buffer; stronger effect = higher value; 1 = no-compound wells, NADH background; hit rate 5.5% among 65,000;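 active = at 10 µM, mean starting fluorescence two-fold or more over control wells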;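 note: signal is the first read of a kinetic run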
HTR1A agonist – 5-HT1a (human) receptor agonism | P08908 | CHO 5-HT1a Ga15 NFAT-bla reporter, FRET ratio; 0% basal, 100% maximal reference agonist | activation, % at 10 µM | hit rate 0.56% among 65,000 | AID 567;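 active = activation above the screen-wide mean activation plus 3 SD, cut at about 19% in these data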;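 note: 0% = DMSO wells and 100% = 5-CT at EC100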
Target sequence (P08908 whole entry, looked up): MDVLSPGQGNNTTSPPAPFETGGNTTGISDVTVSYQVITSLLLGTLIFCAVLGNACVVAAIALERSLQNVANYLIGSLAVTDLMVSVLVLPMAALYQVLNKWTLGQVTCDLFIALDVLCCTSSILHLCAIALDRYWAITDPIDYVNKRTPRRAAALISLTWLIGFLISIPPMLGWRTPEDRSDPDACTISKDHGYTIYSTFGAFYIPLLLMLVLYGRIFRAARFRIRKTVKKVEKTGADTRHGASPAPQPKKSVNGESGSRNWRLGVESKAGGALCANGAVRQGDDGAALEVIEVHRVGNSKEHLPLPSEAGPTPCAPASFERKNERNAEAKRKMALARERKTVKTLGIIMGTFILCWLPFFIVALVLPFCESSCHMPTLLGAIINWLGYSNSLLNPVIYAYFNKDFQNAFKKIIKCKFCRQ
M1 antag – blocks the rat M1 muscarinic receptor response to acetylcholine; CHO-M1 cells, Fluo-4 calcium, ACh EC80 antagonist mode; stronger effect = lower value; AID 628; P08482; B-score at 10 µM; hit rate 3.4% among 64,000;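 active = calcium fluorescence response, raw or row-and-column corrected B-score, differing from the plate sample mean either way at a set confidence level, mostly lower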
Target sequence (P08482 whole entry, looked up): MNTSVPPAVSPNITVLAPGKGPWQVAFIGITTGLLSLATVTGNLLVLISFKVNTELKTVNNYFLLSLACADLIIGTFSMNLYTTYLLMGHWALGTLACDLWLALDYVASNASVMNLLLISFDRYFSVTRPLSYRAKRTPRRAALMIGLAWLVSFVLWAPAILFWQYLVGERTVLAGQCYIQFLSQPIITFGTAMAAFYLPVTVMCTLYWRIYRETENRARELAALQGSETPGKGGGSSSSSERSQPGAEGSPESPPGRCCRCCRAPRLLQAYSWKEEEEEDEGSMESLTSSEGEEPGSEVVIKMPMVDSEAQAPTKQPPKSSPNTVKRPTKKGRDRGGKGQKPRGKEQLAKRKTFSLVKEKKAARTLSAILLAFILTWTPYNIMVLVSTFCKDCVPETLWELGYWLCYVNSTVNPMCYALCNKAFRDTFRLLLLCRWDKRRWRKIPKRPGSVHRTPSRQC
M1 ag – agonists of M1 muscarinic receptor; CHO-M1 cells, Fluo-4 calcium fluorescence, agonist mode; stronger effect = higher value; B-score at 10 µM; hit rate 3% among 64,000;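 active = fluorescence rise, raw or as B-score row- and column-corrected plate score, outside the 99.7% band of its plate's samples, either direction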
E coli RNAP – blocks E. coli RNA polymerase transcription. fluorescence transcription assay. hit rate 0.2% among 62,000. inhibition, %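 (tested at 10 µM)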. P0A8V2. AID 559; in the data active = inhibition above about 20%;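 note: 0% = enzyme without compound and 100% = no enzyme blank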
Hsp90 block – displaces geldanamycin probe from tumor Hsp90. P07900. inhibition, % at 30 µM. hit rate 0.35% among 64,000. NCI-N417 lysate Hsp90, Cy3B-geldanamycin FP displacement;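 active = inhibition above 50%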;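 note: 0% = tracer plus lysate wells and 100% = tracer alone without lysate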
D1 allo mod – allosterically modulates the human D1 dopamine receptor. B-score at 10 µM. AID 641. HEK293 D1, CRE-luciferase, dopamine EC30 potentiation; actives deviate in either direction. P21728. hit rate 5.9% among 58,000;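 active = luminescence count or its row- and column-corrected plate score outside the 99.7% band of the plate's sample wells, on either side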
An asterisk follows results filed as active.

`Cc1ccc(S(=O)(=O)N2CCN(CCO)CC2)cc1-c1nnc2c3ccccc3c(C)nn12` gave Her2 expr inh 86.1, NADH enzymes 3.0%, Autofluor 339 1.05, HTR1A agonist 4.0, M1 antag -0.119, M1 ag -0.0327, E coli RNAP 10.9, Hsp90 block -2.1 and D1 allo mod 2.74.
`Cc1oc(-c2ccc(Cl)cc2)[n+]([O-])c1C` gave Her2 expr inh 70.7, NADH enzymes 4.0%, Autofluor 339 1.08, HTR1A agonist -0.9, M1 antag -1.63*, M1 ag -0.882, E coli RNAP 6.5, Hsp90 block -2.0 and D1 allo mod -0.69.
COc1cc(C(=O)Nc2cccc(-c3nc4cc(C)cc(C)c4o3)c2)cc(OC)c1OC was read as Her2 expr inh 76.3, NADH enzymes 3.0%, Autofluor 339 1.3, HTR1A agonist -4.1, M1 antag -0.366, M1 ag 0.343, E coli RNAP 8.4, Hsp90 block 1.2 and D1 allo mod -1.54.
For CCCCNC(=O)CSc1nc2ccc(N3CCOCC3)cc2c(=O)n1CCc1ccccc1 the results were Her2 expr inh 12.4, NADH enzymes 10.0%, Autofluor 339 2.34*, HTR1A agonist 2.2, M1 antag -0.405, M1 ag -0.424, E coli RNAP 11.5, Hsp90 block -0.3 and D1 allo mod -0.0893.
COc1ccccc1CNC(=O)CN(C)CC(=O)Nc1cccc(F)c1 was read as Her2 expr inh 112.5, NADH enzymes 5.0%, Autofluor 339 1.16, HTR1A agonist -2.5, M1 antag 0.954, M1 ag 0.59, E coli RNAP 3.4, Hsp90 block -2.7 and D1 allo mod 0.154.
`CN(Cc1cccs1)c1ncnc2sccc12` gave Her2 expr inh 92.7, NADH enzymes 5.0%, Autofluor 339 1.04, HTR1A agonist -3.5, M1 antag -0.368, M1 ag 2.63*, E coli RNAP 7.9, Hsp90 block -3.3 and D1 allo mod 2.94.
Screening CCSc1nnc(NC(=O)c2ccc(Br)s2)s1 returned Her2 expr inh 145.2, NADH enzymes 6.0%, Autofluor 339 0.98, HTR1A agonist -0.4, M1 antag -0.154, M1 ag 0.152, E coli RNAP 13.1, Hsp90 block -3.9 and D1 allo mod -0.112.
`CC1(C)Cc2c(C#N)c(OCC(=O)c3ccccc3)nc(-c3ccoc3)c2CO1` gave Her2 expr inh 61.1, NADH enzymes 7.0%, Autofluor 339 1.15, HTR1A agonist 1.0, M1 antag -0.9, M1 ag -1.3, E coli RNAP -4.3 and Hsp90 block -3.5.
CC(SC1CCCC1)C(=O)Nc1ccnn1C(C)C (centres undefined) was read as Her2 expr inh 120.3, NADH enzymes 3.0%, Autofluor 339 1.07, HTR1A agonist -0.4, M1 antag -0.454, M1 ag 0.0499 and E coli RNAP 0.7.
CN(C)CCNC(=O)c1ccc(Cl)s1 was read as Her2 expr inh 94.8, NADH enzymes 1.0%, Autofluor 339 1.02, HTR1A agonist -0.4, M1 antag -0.898, M1 ag -0.597, E coli RNAP 5.9, Hsp90 block -10.7 and D1 allo mod 0.0911.
`CCc1ccc(C2CC(c3ccc(C)cc3)n3nc(N)nc3N2)cc1` (centres undefined) gave Her2 expr inh 112.9, NADH enzymes 3.0%, Autofluor 339 1.11, HTR1A agonist 0.5, M1 antag -0.144, M1 ag -0.822, E coli RNAP 4.6 and Hsp90 block 0.2.
`CCOC(=O)Cc1csc(SCC(=O)N2CCN(c3ccc(OC)cc3)CC2)n1` gave Her2 expr inh 130.6, NADH enzymes 4.0%, Autofluor 339 1.04, HTR1A agonist -0.1, M1 antag 0.429, M1 ag -0.183, E coli RNAP 6.0, Hsp90 block -2.8 and D1 allo mod 0.331.

Continued, starting with the last 2 of the part before.
`CCc1ccc(C2CC(c3ccc(C)cc3)n3nc(N)nc3N2)cc1` (centres undefined) gave Her2 expr inh 112.9, NADH enzymes 3.0%, Autofluor 339 1.11, HTR1A agonist 0.5, M1 antag -0.144, M1 ag -0.822, E coli RNAP 4.6 and Hsp90 block 0.2.
`CCOC(=O)Cc1csc(SCC(=O)N2CCN(c3ccc(OC)cc3)CC2)n1` gave Her2 expr inh 130.6, NADH enzymes 4.0%, Autofluor 339 1.04, HTR1A agonist -0.1, M1 antag 0.429, M1 ag -0.183, E coli RNAP 6.0, Hsp90 block -2.8 and D1 allo mod 0.331.
`CCOC(=O)c1cnn2c(N)c(C#N)nnc12` gave Her2 expr inh 73.3, NADH enzymes 1.0%, Autofluor 339 1.09, HTR1A agonist -1.2, M1 antag 0.948, M1 ag 0.454, E coli RNAP 11.3, Hsp90 block -3.3 and D1 allo mod 0.117.
Screening O=C(NCc1ccc(F)cc1)C1CCCN(C(=O)Nc2ccccc2)C1 (centres undefined) returned Her2 expr inh 106.8, NADH enzymes 7.0%, Autofluor 339 1.08, HTR1A agonist 0.4, M1 antag -0.361, M1 ag 0.241, E coli RNAP 7.9, Hsp90 block -0.9 and D1 allo mod 0.636.
Cc1oc(C)c(C(N)=O)c1C(N)=O was read as Her2 expr inh 107.5, NADH enzymes 4.0%, Autofluor 339 1.13, HTR1A agonist -2.9, M1 antag 0.0742, M1 ag -0.255, E coli RNAP 2.5, Hsp90 block -1.4 and D1 allo mod 0.372.
Screening CC(NCCc1ccc(O)cc1)C(O)c1ccc(O)cc1 (centres undefined) returned Her2 expr inh 63.4, NADH enzymes 2.0%, Autofluor 339 1, HTR1A agonist -4.8, M1 antag -0.862, M1 ag -0.239, E coli RNAP 13.6, Hsp90 block 1.2 and D1 allo mod 3.87.
`CCOC(=O)C1=C(C)Nc2ncnn2C1/C=C/c1ccccc1` (centres undefined) gave Her2 expr inh 64.5, NADH enzymes 6.0%, Autofluor 339 1.03, HTR1A agonist -0.6, M1 antag 0.274, M1 ag -0.119, E coli RNAP 0.7, Hsp90 block 0.9 and D1 allo mod 2.83*.
O=C(CP(=O)(CO)CO)c1ccc(Cl)cc1 was read as Her2 expr inh 88.7, NADH enzymes 2.0%, Autofluor 339 1.09, HTR1A agonist -1.2, M1 antag 0.276, M1 ag -0.214, E coli RNAP 4.2, Hsp90 block 0.1 and D1 allo mod -0.0211.
Screening COc1cc(OC)cc(OCC(O)Cn2cnc(-c3ccccc3)c2)c1 (centres undefined) returned Her2 expr inh 79.5, NADH enzymes 2.0%, Autofluor 339 1.01, HTR1A agonist -1.1, M1 antag -0.696, M1 ag -0.121, E coli RNAP 9.1, Hsp90 block -8.6 and D1 allo mod -0.0162.
`COc1ccc(Cl)c(S(=O)(=O)N2CCCC2)c1` gave Her2 expr inh 63.6, NADH enzymes 6.0%, Autofluor 339 1.05, HTR1A agonist 0.1, M1 antag 0.474, M1 ag 0, Hsp90 block -10.1 and D1 allo mod 0.922.
`COC(=O)c1ccc(N2CCN(C)CC2)c(NC(=O)COc2ccc(OC)cc2)c1` gave Her2 expr inh 63.2, NADH enzymes 8.0%, Autofluor 339 0.9, HTR1A agonist -0.3, M1 antag 0.17, M1 ag -0.467, E coli RNAP 8.6, Hsp90 block -2.2 and D1 allo mod -0.208.
CNC(=O)CN1C(=O)CSc2nc(C)cc(C)c21 was read as Her2 expr inh 103.3, NADH enzymes 0.0%, Autofluor 339 1.09, HTR1A agonist -4.3, M1 antag 0.154, M1 ag 0.993, E coli RNAP -9.9, Hsp90 block -0.1 and D1 allo mod -0.00781.
For O=C(CCSCCC(=O)NCCN1CCOCC1)NCCN1CCOCC1 the results were Her2 expr inh 135.3, NADH enzymes 7.0%, Autofluor 339 1.11, HTR1A agonist -2.1, M1 antag 0.572, M1 ag -0.0876, E coli RNAP -3.9, Hsp90 block -4.3 and D1 allo mod -0.0584.
`COc1ccc(CN2CCOCC2)cc1Br` gave Her2 expr inh 118.4, NADH enzymes 1.0%, Autofluor 339 1.09, HTR1A agonist -7.4, M1 antag 0.211, M1 ag 1.23, Hsp90 block -0.6 and D1 allo mod -0.0227.
Screening CCOC(=O)Cn1nc(-c2ccc(Cl)cc2)ccc1=O returned Her2 expr inh 68.2, NADH enzymes 6.0%, Autofluor 339 1.08, HTR1A agonist -4.1, M1 antag -0.565, M1 ag -1.16, E coli RNAP 2.3, Hsp90 block -1.8 and D1 allo mod -0.822.
For Cc1cccc(C(=O)NC2CC(C)(C)NC(C)(C)C2)c1 the results were Her2 expr inh 134.6, NADH enzymes 8.0%, Autofluor 339 1.1, HTR1A agonist -6.0, M1 antag -0.0228, M1 ag 0.576, E coli RNAP 2.4, Hsp90 block 0.4 and D1 allo mod -0.0874.
CC1=CC=CN2CC(O)CN=C12 (centres undefined) was read as Her2 expr inh 110.8, NADH enzymes 7.0%, Autofluor 339 1.42, HTR1A agonist 3.4, M1 antag 0.439, M1 ag -0.0358, E coli RNAP 4.4 and Hsp90 block 2.7.
For O=C(O)CCSc1nnc(-c2ccccc2)n1-c1ccccc1 the results were Her2 expr inh 99.1, NADH enzymes 4.0%, Autofluor 339 1.05, HTR1A agonist 9.6, M1 antag -0.00833, M1 ag 0.00268, E coli RNAP 3.1, Hsp90 block -1.9 and D1 allo mod 0.0702.
Screening Cc1cc(=O)[nH]c(-n2nc(C)cc2C)n1 returned Her2 expr inh 70.1, NADH enzymes 5.0%, Autofluor 339 1.09, HTR1A agonist -1.7, M1 antag 0.595, M1 ag 0.474, Hsp90 block -0.2 and D1 allo mod 0.034.
`Cn1c(SCC(=O)Nc2ccc3c(c2)OCCO3)nnc1-c1ccco1` gave Her2 expr inh 99.5, NADH enzymes 3.0%, Autofluor 339 1.06, HTR1A agonist 2.7, M1 antag -0.0906, M1 ag 0.445, E coli RNAP 8.2, Hsp90 block 2.0 and D1 allo mod 0.364.
`COc1ccc(C2CC(C(F)(F)F)n3ncc(C(=O)O)c3N2)cc1OC` (centres undefined) gave Her2 expr inh 83.8, NADH enzymes 4.0%, Autofluor 339 1.16, HTR1A agonist 2.0, M1 antag -3.1*, M1 ag -0.151, E coli RNAP 6.2, Hsp90 block -2.6 and D1 allo mod 0.286.
`CC(=O)N1CCC2(CC1)C(C#N)=C(N)Oc1c2sc2nc(C)cc(C)c12` gave Her2 expr inh 130.0, NADH enzymes 7.0%, Autofluor 339 1.06, HTR1A agonist 1.3, M1 antag -0.528, M1 ag 2.67, E coli RNAP 5.2, Hsp90 block -4.5 and D1 allo mod 4.89*.
`CCC(=O)c1ccc(OCC(O)CN2CCOCC2)cc1` (centres undefined) gave Her2 expr inh 63.0, NADH enzymes 3.0%, Autofluor 339 1.06, HTR1A agonist -0.4, M1 antag 0.196, M1 ag -0.0601, E coli RNAP 6.5, Hsp90 block 0.0 and D1 allo mod 0.235.
For Cc1onc(-c2ccccc2)c1C(=O)N1CCCc2ccccc21 the results were Her2 expr inh 109.8, NADH enzymes 0.0%, Autofluor 339 1.12, HTR1A agonist -2.3, M1 antag -0.248, M1 ag -1.06, Hsp90 block -3.0 and D1 allo mod 0.601.
`Cc1ccc(-c2nnc3n2N=C(c2ccc(Br)cc2)CS3)cc1` gave Her2 expr inh 37.9, NADH enzymes 2.0%, Autofluor 339 1.07, HTR1A agonist 0.8, M1 antag -0.784, M1 ag -0.668, E coli RNAP 4.7, Hsp90 block -3.2 and D1 allo mod -0.153.
Screening CCOc1ccc(C(=O)Nc2cc(OC)ccc2OC)cc1 returned Her2 expr inh 49.5, NADH enzymes 3.0%, Autofluor 339 1.07, HTR1A agonist -4.5, M1 antag 0.223, M1 ag 0.403, E coli RNAP 11.2, Hsp90 block 3.5 and D1 allo mod 0.0877.
`O=C(c1nn2c(C(F)(F)F)cc(-c3ccc(F)cc3)nc2c1Cl)N1CCOCC1` gave Her2 expr inh 87.6, NADH enzymes 4.0%, Autofluor 339 1.15, HTR1A agonist 1.8, M1 antag -0.0875, M1 ag -0.127, E coli RNAP 2.7, Hsp90 block -4.5 and D1 allo mod -0.928.
CCc1nnc(NC(=O)CSc2nc(-c3ccc(OC)cc3)ns2)s1 was read as Her2 expr inh 98.3, NADH enzymes 2.0%, Autofluor 339 1.01, HTR1A agonist 0.8, M1 antag 0.0568, M1 ag -0.344, E coli RNAP 4.7 and Hsp90 block -1.1.
`O=C(Nc1ccccc1Oc1ccccc1)c1cnccn1` gave Her2 expr inh 112.4, NADH enzymes 5.0%, Autofluor 339 1.13, HTR1A agonist -1.5, M1 antag 0.0328, M1 ag 1.62, E coli RNAP 2.2, Hsp90 block -5.8 and D1 allo mod 4.08*.
